hcDAF-12 act: H. contortus DAF-12 nuclear receptor activators, primary screen, cell-based, luminescence, HEK293, lit1-tk-luc reporter | activation, % at 6.8 µM | HEK293 hcDAF-12 lit1-tk-luc reporter; 0% DMSO, 100% Δ7-dafachronic acid | 370,000 tested, 1.4% active;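 active = activation above the mean of all tested compounds plus 3 SD, cut at about 5.5% in these data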;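 note: 100% = response to 3 µM Δ7-dafachronic acid high control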
GC-A act: GC-A stimulated cGMP production enhancers – HEK293 GC-A cells, cGMP TR-FRET, EC30 ANP, primary screen; activation, % at 10 µM; Atrial natriuretic peptide receptor 1 (Homo sapiens), P16066; 0% at EC30 ANP, 100% saturating ANP; 370,000 tested, 0.14% active; in the data active = activation above about 40%
Target sequence (P16066 whole entry, looked up): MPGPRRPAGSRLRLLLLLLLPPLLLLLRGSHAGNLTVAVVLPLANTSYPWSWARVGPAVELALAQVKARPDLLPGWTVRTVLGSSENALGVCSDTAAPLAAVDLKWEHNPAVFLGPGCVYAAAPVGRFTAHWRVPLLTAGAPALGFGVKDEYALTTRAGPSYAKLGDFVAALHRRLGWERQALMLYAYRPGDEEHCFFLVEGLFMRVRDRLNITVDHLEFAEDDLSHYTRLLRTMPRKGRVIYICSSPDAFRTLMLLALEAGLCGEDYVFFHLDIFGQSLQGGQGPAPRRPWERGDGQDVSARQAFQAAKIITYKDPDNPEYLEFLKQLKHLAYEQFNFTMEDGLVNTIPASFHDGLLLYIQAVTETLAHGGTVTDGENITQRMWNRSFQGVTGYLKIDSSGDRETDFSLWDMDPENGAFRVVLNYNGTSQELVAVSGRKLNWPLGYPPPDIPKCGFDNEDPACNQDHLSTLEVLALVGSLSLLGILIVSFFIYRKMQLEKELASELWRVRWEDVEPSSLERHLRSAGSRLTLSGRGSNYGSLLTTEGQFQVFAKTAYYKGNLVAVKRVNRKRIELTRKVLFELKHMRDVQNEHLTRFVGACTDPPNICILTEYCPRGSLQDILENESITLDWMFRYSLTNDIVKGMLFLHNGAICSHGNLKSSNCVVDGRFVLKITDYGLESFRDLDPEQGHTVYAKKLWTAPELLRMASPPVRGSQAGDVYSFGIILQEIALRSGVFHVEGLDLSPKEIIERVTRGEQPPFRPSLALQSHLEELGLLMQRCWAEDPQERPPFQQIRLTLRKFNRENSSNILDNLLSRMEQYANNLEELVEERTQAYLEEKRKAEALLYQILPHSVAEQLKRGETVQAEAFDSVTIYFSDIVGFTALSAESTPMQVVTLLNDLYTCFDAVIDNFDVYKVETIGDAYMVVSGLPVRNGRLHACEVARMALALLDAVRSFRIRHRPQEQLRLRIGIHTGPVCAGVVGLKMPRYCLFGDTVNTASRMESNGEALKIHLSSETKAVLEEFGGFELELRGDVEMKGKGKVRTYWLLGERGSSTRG
ssDAF-12 act: S. stercoralis DAF-12 nuclear receptor activators, primary screen, cell-based, luminescence, HEK293, GRIP1 co-expression, lit1-tk-luc. activation, % at 6.8 µM. 370,000 tested, 1% active. HEK293 ssDAF-12/GRIP1 lit1-tk-luc reporter; % of 3 µM dafachronic acid response. Nuclear hormone receptor DAF-12 (Strongyloides stercoralis);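 active = activation above the mean over all tested compounds plus 3 SD, cut at about 0.9% in these data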;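 note: 0% = DMSO-only wells and 100% = 3 µM delta7-dafachronic acid wells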
DAX1 inh-1: DAX1 (NR0B1) inhibitors, primary screen, cell-based, HEK293, Gal4-DAX1, luciferase luminescence. Nuclear receptor subfamily 0 group B member 1 (Homo sapiens), P51843. HEK293 Gal4-DAX1 luciferase reporter. inhibition, % at 6.75 µM. 340,000 tested, 0.99% active. AID 504766, 2011;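 active = inhibition above the mean over all tested compounds plus 3 SD, cut at about 4.2% in these data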;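 note: 0% = DAX1-transfected cells with DMSO and 100% = empty-vector control cells with DMSO; inhibition shows as a rise in luminescence from relieved DAX1 repression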
sPLA2-III inh: human group III sPLA2 inhibitors, primary screen, biochemical, QFRET, BODIPY PC-A2 liposome substrate. 370,000 tested, 0.56% active. Group 3 secretory phospholipase A2 (Homo sapiens), Q9NZ20. QFRET BODIPY PC-A2 liposome hydrolysis, fluorescence. inhibition, % at 12.2 µM. AID 743126, 2013;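 active = inhibition above mean plus 3 SD of compounds lying within the high and low control bounds, cut at about 19% in these data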;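 note: 0% = median of test compound wells and 100% = no enzyme DMSO wells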
GC-B act: human GC-B receptor activators, primary screen, HEK293 GC-B cells, cGMP TR-FRET, EC30 CNP. Atrial natriuretic peptide receptor 2 (Homo sapiens), P20594. 0% at EC30 CNP, 100% saturating CNP. activation, % at 10 µM. 370,000 tested, 0.11% active. AID 1920062, 2024;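 active = activation at 10 µM reaching about 35% in either raw or pattern-adjusted values, limit read from the data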
FXN GAA850 act: FXN promoter activators, primary screen, cell-based, luciferase luminescence, HEK293 lucGAA850; HEK293 lucGAA850 FXN promoter luciferase reporter, 24 h; percent of 10 µM SAHA response; activation, % at 6 µM; 360,000 tested, 0.56% active; AID 540364, 2011;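 active = activation above the average of all compounds screened plus 3 SD, cutoff fixed separately per campaign, cut at about 7.5% in these data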;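 note: 0% = DMSO wells and 100% = 10 µM SAHA wells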
hgDAF-12 ag: H. glycines DAF-12 receptor agonists, primary screen, cell-based, luminescence, HEK293, GAL4 fusion, UAS-luciferase; Nuclear hormone receptor DAF-12 (Heterodera glycines), GAL4 fusion; HEK293 GAL4-hgDAF12 UAS-luciferase reporter, agonist luminescence; normalized to butyrate control; activation, % at 6.8 µM; 370,000 tested, 1.8% active;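 active = activation above a cutoff set at the mean of all screened compounds plus 3 SD, cut at about 10% in these data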;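 note: 0% = DMSO wells and 100% = sodium butyrate wells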
DAX1 inh-2: DAX1 (NR0B1) inhibitors on StAR promoter, primary screen, cell-based, luminescence, SF-1 (NR5A1), full-length DAX-1 | HEK293T StAR-luciferase reporter, SF-1/DAX-1 repression relief | inhibition, % at 6.8 µM | 370,000 tested, 1.1% active | AID 652010, 2013;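 active = inhibition above the mean over all tested compounds plus 3 SD, cut at about 3.6% in these data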;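 note: 0% = DAX-1 cells with DMSO and 100% = cells lacking DAX-1 with DMSO; higher inhibition means more luminescence from relief of DAX-1 repression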
KLK7 zymogen act: proKLK7 zymogen activators, primary screen, biochemical, fluorescence intensity; Kallikrein-7 (Homo sapiens), P49862; purified proKLK7, EDANS-DABCYL substrate fluorescence; 100% is mature enzyme control, 0% vehicle; activation, % at 7 µM; 370,000 tested, 0.9% active; AID 652039, 2013;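 active = activation above the mean of all tested compounds plus 3 SD, computed per campaign excluding outliers beyond control limits, cut at about 13% in these data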
SMARCA2 act: SMARCA2 (BRM) function activators, primary screen, cell-based, luminescence, high throughput. MG213 cells, MMTV-luciferase reporter, dexamethasone, overnight. activation, % at 9.1 µM. 370,000 tested, 1% active. AID 652017, 2013; in the data active = activation above about 7.8%;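 note: 0% = vehicle wells and 100% = reference activator wells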
Numbers without * were called inactive; nt = no result given.

SMILES	hcDAF-12 act	GC-A act	ssDAF-12 act	DAX1 inh-1	sPLA2-III inh	GC-B act	FXN GAA850 act	hgDAF-12 ag	DAX1 inh-2	KLK7 zymogen act	SMARCA2 act
CCCC1=C(C(=O)OCC)C(c2ccc(F)cc2)n2ncnc2N1 (stereo unspecified)	-1.4	-5	-1.7	-0.9	3	-11	-2.6	-1.3	-0.3	-0.6	0
CN(C)c1ccc(N=Nc2ccccc2C(=O)OCC(=O)N(C)c2ccccc2)cc1	-0.7	-1	-1.3	-1.2	5	-4	2.8	-1.0	-0.6	0.7	2
Cc1cc(C)c2[nH]c(=O)c(CN(CC3CCCO3)S(=O)(=O)c3ccc4c(c3)OCCO4)cc2c1 (stereo unspecified)	-1.6	0	-1.5	-0.3	-3	4	-3.1	0.1	-0.7	0.7	3
O=C(c1ccc2ncsc2c1)N1CCN(c2ccccc2Cl)CC1	0.1	3	-2.0	-0.1	-2	-5	6.5	4.2	1.4	-0.3	2
Cc1[nH]c2ccccc2c1/C=N/NC(=S)NC(C)C	-1.3	12	-2.1	-0.6	-8	16	3.8	1.3	-1.0	0.2	-1
Cc1ccccc1NC(=O)NC1(C(=O)N2CCOCC2)CCCCC1	0.1	-1	-1.0	0.4	3	0	-0.8	-2.2	0.4	0.9	4
COc1ccc(-c2cc(C(F)(F)F)n3nc(C(=O)N4CCN5CCCC5C4)cc3n2)cc1OC (stereo unspecified)	-2.0	3	-1.0	4.0	-4	4	1.3	-1.6	-0.2	9.5	0
CC(=O)c1ccc(N2CCN(CC(=O)N(CC(C)C)c3c(N)n(CC(C)C)c(=O)[nH]c3=O)CC2)cc1	0.8	-2	-1.4	-0.3	-2	4	-0.8	2.7	0.6	1.3	2
O=C(/C=C(O)/C=C/c1ccc(O)cc1)/C=C/c1ccc(O)cc1	-0.9	3	-0.9	-1.9	-13	-1	1.1	-1.8	-0.2	-0.7	1
CN(C)C(CNC(=O)c1cc(S(=O)(=O)N2CCOCC2)ccc1Cl)c1cccs1 (stereo unspecified)	1.5	2	-0.8	0.9	4	-3	3.0	2.9	0.7	-0.2	2
C[C@@H]1CN([C@H](C)CO)C(=O)CCCn2nncc2CO[C@H]1CN(C)Cc1ccccc1C(F)(F)F	-0.2	8	-1.9	0.1	-6	12	2.4	-1.8	-0.3	-0.1	-4
Cc1ccc(S(=O)(=O)N2CCOCC2)cc1NC(=O)COC(=O)c1cc(=O)[nH]c2ccccc12	1.2	-3	-0.6	0.3	-2	0	3.5	0.6	-0.2	-18	5
CCOc1ccc(-c2csc(N3CCC(C(N)=O)CC3)n2)cc1	4.0	2	-1.5	nt	8	-2	nt	4.4	nt	nt	nt
N#C/C(=C\c1cccn1S(=O)(=O)c1ccccc1)S(=O)(=O)c1ccc(F)cc1	-1.6	0	-0.8	nt	-3	-3	0.0	-2.5	0.4	0.8	-5
COc1cccc(-c2cnc3c(NC(C)=O)cc(-c4ccc(C(=O)NC5CC5)cc4)cn23)c1	-1.5	6	-2.2	nt	-5	8	-0.2	-3.6	-1.6	-0.9	4
COC(=O)CCN(Cc1ccccc1)S(=O)(=O)c1ccccc1Br	-1.2	-3	-1.3	-0.7	5	1	-1.5	2.1	0.5	0.6	1
O=C(NCCCn1ccnc1)C1CC(c2cccc(Br)c2)=NO1 (stereo unspecified)	-2.0	-4	-0.5	1.7	10	2	1.5	-0.1	0.8	-0.3	-2
Cc1ccc(Cl)cc1NC(=O)CN1CCN(C(=O)C2CCCO2)CC1 (stereo unspecified)	1.4	2	-0.8	1.3	-3	5	-0.3	0.2	-0.9	0.1	4
CSc1sc(C(=O)NN)c2c1C(O)CCC2 (stereo unspecified)	-2.1	-1	-1.9	-2.8	7	5	-4.5	0.3	-1.0	-5.2	-1
N#CC(C(=O)Nc1ccccc1)=C1CCCCC1	-0.7	1	-1.2	0.6	-15	3	0.1	1.2	-0.2	-0.3	-1
Cc1cc(C)c(C)c(S(=O)(=O)N2CCN(C(=O)c3ccncc3)CC2)c1C	0.1	2	-0.7	0.4	2	3	0.4	0.7	-0.2	-0.6	-1
CC(C)c1nc(NCCO)c2nnn(Cc3ccccc3)c2n1	-1.1	12	-2.0	-0.9	-4	16	2.1	-2.2	-0.7	0.1	0
CC1(C)Cc2ccccc2-c2nnc(SCc3ccccc3)n21	-2.9	-9	-1.8	-0.8	4	-15	0.7	0.8	-1.2	0.2	-2
Cc1ccc(NC(=O)Cn2nnc(C(=O)NCc3ccco3)c2N)cc1	0.9	1	0.2	3.8	-4	3	-0.6	0.7	-0.1	0.2	-2
COc1ccc(N=C2SC(C(=O)Nc3ccc(OC)cc3)CC(=O)N2CCN2CCOCC2)cc1 (stereo unspecified)	-1.1	2	-1.0	-1.0	-16	1	-1.6	2.6	-1.2	1.0	0
CN(C)c1cccc(C(=O)NNC(=O)NC2CCCCC2)c1	0.1	0	-0.9	-0.3	-3	2	-2.9	0.0	-0.5	0.5	-2
COC(=O)c1ccc2nc(-c3ccc(OC)c(OC)c3)c(CC3CCCCC3)n2c1	-1.0	28	-0.7	nt	0	31	nt	1.6	0.4	-2.7	-2
CC1CCN(C(=O)CSc2nnc3c(n2)[nH]c2ccc(F)cc23)CC1	-2.8	-6	-1.0	-0.8	0	-4	-0.4	3.8	-0.1	0.3	-1
COC(=O)/C=c1/s/c(=C(/C#N)C(=O)NCc2ccccc2)n(-c2ccccc2)c1=O	-0.4	13	-1.9	0.8	0	6	-0.9	-0.4	-0.5	-0.3	-1
c1ccc(Nc2nc(-c3cccs3)cs2)nc1	15*	18	2.6*	1.1	-5	-14	4.3	12*	4.6*	-0.6	2
CCC(C)NCC(=O)Nc1cc(S(=O)(=O)N(CC)c2ccccc2)ccc1Cl (stereo unspecified)	-1.1	-3	-2.2	-0.2	-9	2	0.7	-3.0	-1.5	0.8	-2
O=C(CSc1nc2ccccc2o1)N1CCOCC1	1.4	-1	-1.1	1.0	-2	1	1.3	-1.2	0.9	-0.1	-2
O=C(c1ccc2ccccc2c1)N1CCN(S(=O)(=O)/C=C/c2ccccc2)CC1	0.6	-38	-1.4	-0.5	-3	-9	-0.9	-0.7	0.3	0.8	-4
CC(=O)c1ccc(S(=O)(=O)Nc2ccc(C(=O)NC3CC3)cc2)cc1	-0.5	-1	-0.5	0.4	0	5	1.3	-0.3	1.2	0.7	0
O=C(NCc1cccs1)O[C@H]1CC[C@@]23CCCN2C(=O)CCC[C@H]3C1	0.6	2	-1.4	nt	5	-5	nt	-4.6	nt	nt	nt
CCOC(=O)c1c(NC(=S)NC(=O)c2ccc(Cn3cc(Cl)cn3)o2)sc2c1CCC(C)C2 (stereo unspecified)	-1.4	1	-0.9	-0.1	4	3	0.8	2.6	1.4	-3.9	0
CC(=O)N1CCCC(C)(C(=O)Nc2ccc3oc(C)nc3c2)C1 (stereo unspecified)	0.2	1	-1.1	nt	6	-1	0.1	-2.8	1.1	-0.7	-2
O=C(O)C1CC=CCC1C(=O)Nc1ccccc1 (stereo unspecified)	-0.3	0	-0.9	0.2	8	1	4.7	1.8	-0.1	0.1	-3
O=C(NC1CCCN(Cc2ccc(Cl)cc2)C1)c1cnc2ccccn2c1=O (stereo unspecified)	-1.4	-1	-1.5	-0.8	-3	4	0.4	-3.4	-3.6	5.1	-4
COc1ccc2c(C)cc3nncn3c2c1	1.2	-1	-0.7	4.2*	-3	-2	3.0	-0.4	0.0	0.3	4
COC(=O)c1ccccc1NC(=O)Nc1cc(C(C)(C)C)on1	0.2	1	-0.3	1.3	3	4	3.9	4.9	2.9	-5.3	5
O=C(Nc1ccc(C(F)(F)F)cc1)N1CCN(c2ccnc3cc(Cl)ccc23)CC1	-2.0	-9	-2.1	nt	-13	-2	1.9	-1.1	-1.2	-0.9	-4
O=C(Nc1ccc2c(c1)C(N1CCOCC1)c1ccccc1-2)C(F)(F)F (stereo unspecified)	-0.2	-5	-0.7	-1.3	13	-7	-1.2	1.4	-0.6	-0.6	4
O=C(CN1C(=O)CSc2ccc(S(=O)(=O)N3CCOCC3)cc21)NCCCN1CCOCC1	-0.9	6	-0.7	1.9	-3	-2	-0.5	-3.1	0.5	-0.4	-1
Cc1ccc(C)c(N2CCN(S(=O)(=O)c3cccc4cccnc34)CC2)c1	0.9	-2	-1.0	-0.1	-9	7	0.0	0.4	-0.7	0.8	-4
O=C(Nc1cccnc1)c1sc(Nc2ccccc2)nc1-c1ccccc1	-1.7	3	-1.1	-1.4	-5	-6	2.4	0.3	0.4	1.8	-1
CC1(c2cccc(Br)c2)NC(=O)N(CC(=O)NCC2CCCO2)C1=O (stereo unspecified)	0.3	3	-1.5	0.7	1	-2	-1.1	-2.3	-1.6	-0.3	-1
O=C(Nc1ccccc1)OCc1cn(-c2ccc(Cl)cc2)nn1	-1.1	-2	-0.9	-0.5	-4	-5	-0.1	-0.9	-1.0	0.5	0
O=C(CSc1nncs1)NC(=O)NC1CCCC1	-0.5	nt	-0.9	2.9	5	nt	0.8	1.1	0.0	-0.1	-2
Cc1nc(C(=O)N2CCCC(C(=O)c3cccc(OC(C)C)c3)C2)cs1 (stereo unspecified)	0.6	0	-1.1	-1.7	7	4	0.6	-1.8	-1.4	0.2	-2
O=C(c1ccccc1)N1CCN(c2ccc([N+](=O)[O-])c(NCc3ccco3)c2)CC1	-2.8	6	-1.6	-1.2	-6	-3	4.6	-3.9	-1.0	1.1	-1

In the list so far, 3 contain a cyano group.
SMILES	hcDAF-12 act	GC-A act	ssDAF-12 act	DAX1 inh-1	sPLA2-III inh	GC-B act	FXN GAA850 act	hgDAF-12 ag	DAX1 inh-2	KLK7 zymogen act	SMARCA2 act
N#C/C(=C\c1cccn1S(=O)(=O)c1ccccc1)S(=O)(=O)c1ccc(F)cc1	-1.6	0	-0.8	nt	-3	-3	0.0	-2.5	0.4	0.8	-5
N#CC(C(=O)Nc1ccccc1)=C1CCCCC1	-0.7	1	-1.2	0.6	-15	3	0.1	1.2	-0.2	-0.3	-1
COC(=O)/C=c1/s/c(=C(/C#N)C(=O)NCc2ccccc2)n(-c2ccccc2)c1=O	-0.4	13	-1.9	0.8	0	6	-0.9	-0.4	-0.5	-0.3	-1
